KCNQ2 inh: KCNQ2 potassium channel inhibitors, primary screen, cell-based, CHO-K1, FluxOR thallium flux, B-score (AID 2156). Potassium voltage-gated channel subfamily KQT member 2 (Rattus norvegicus), O88943. 20 min; active compounds read low. 1.1% of 310,000 active. B-score at 10 µM;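 active = fluorescence ratio B-score at most minus 3 library SDs, with starting brightness B-score within 2 library SDs, cut at about -5.5 in these data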
Kir21 inh: inhibitors of mouse Kir2.1 inward-rectifier potassium channel. Inward rectifier potassium channel 2 (Mus musculus), P35561. B-score at 10 µM. 0.85% of 310,000 active. HEK293-Kir2.1, FluxOR thallium flux fluorescence; active compounds read low;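 active = fluorescence ratio B-score at or below minus 3 SD of library scores, with starting-brightness B-score within 2 SD, cut at about -4.2 in these data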;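 also: channel flux triggered by added potassium and thallium sulfate stimulus; B-score of peak minus minimum fluorescence over baseline after thallium stimulus; more negative B-score means stronger Kir2.1 block with less thallium influx; some compounds called inactive have numbers as strong as hits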
Target sequence (P35561 whole entry, looked up): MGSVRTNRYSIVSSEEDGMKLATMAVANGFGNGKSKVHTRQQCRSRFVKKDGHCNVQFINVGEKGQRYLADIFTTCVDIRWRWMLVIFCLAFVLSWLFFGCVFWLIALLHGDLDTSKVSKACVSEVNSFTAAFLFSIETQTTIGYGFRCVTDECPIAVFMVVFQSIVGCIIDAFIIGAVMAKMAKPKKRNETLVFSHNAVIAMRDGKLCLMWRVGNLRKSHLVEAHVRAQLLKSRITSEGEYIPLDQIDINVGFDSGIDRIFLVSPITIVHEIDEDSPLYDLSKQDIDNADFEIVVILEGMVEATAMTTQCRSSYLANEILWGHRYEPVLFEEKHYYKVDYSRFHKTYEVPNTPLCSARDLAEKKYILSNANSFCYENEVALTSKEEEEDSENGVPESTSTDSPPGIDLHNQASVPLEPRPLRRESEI
STK33 kinase inh: inhibitors of purified STK33 kinase, primary screen, biochemical, ADP-Glo luminescence, homogeneous, cell-free | MBP phosphorylation | inhibition, % at 10 µM | 0.073% of 320,000 active | AID 2661, 2010 | Serine/threonine-protein kinase 33 (Homo sapiens), Q9BYT3;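 active = inhibition at or above 25%, using the most active replicate where run in duplicate; inactive = inhibition below 25%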
Target sequence (Q9BYT3 whole entry, looked up): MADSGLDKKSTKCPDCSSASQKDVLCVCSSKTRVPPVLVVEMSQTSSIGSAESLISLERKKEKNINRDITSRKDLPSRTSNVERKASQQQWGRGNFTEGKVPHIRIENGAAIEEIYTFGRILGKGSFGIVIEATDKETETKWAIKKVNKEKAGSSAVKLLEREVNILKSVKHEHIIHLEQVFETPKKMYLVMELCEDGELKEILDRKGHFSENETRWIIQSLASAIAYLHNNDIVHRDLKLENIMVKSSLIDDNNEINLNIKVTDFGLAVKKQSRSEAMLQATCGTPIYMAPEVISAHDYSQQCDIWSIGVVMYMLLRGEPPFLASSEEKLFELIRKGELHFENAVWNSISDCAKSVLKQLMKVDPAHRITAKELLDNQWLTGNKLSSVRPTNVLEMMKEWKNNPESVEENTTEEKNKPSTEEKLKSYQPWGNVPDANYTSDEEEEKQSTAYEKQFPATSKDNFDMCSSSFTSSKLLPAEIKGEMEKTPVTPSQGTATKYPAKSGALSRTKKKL
* hit, by the source's call; i = inactive; . = not tested or not shown.

entry	canonical_smiles	KCNQ2 inh	Kir21 inh	STK33 kinase inh
1	CCOC(=O)/C(C#N)=C1/C=Nc2ccccc2N1	i	0.88	0.8
2	CCOC(=O)C(NC(=O)CCC(=O)Nc1ccc(S(N)(=O)=O)cc1)C(O)c1ccccc1 (stereo not given)	i	1.1	.
3	O=C(O)c1ccoc1CN1CCCCC1	i	0.29	-1.4
4	COc1cc(Cl)cc(C(=O)O)c1OCC(=O)O	i	1.4	-0.5
5	CC(C)C(C(=O)NCc1ccco1)N(C(=O)CNS(=O)(=O)c1ccccc1)c1ccccc1 (stereo not given)	i	-0.15	4.1
6	Cc1cc(S(=O)(=O)N2CCCC2)ccc1OCC(=O)N1CCOCC1	i	0.82	-0.5
7	O=[N+]([O-])c1cc2c(cc1/C=N/Nc1nc(Nc3ccccc3)nc(N3CCCCC3)n1)OCO2	i	1.6	-0.4
8	COC(=O)COc1ccc2c(-c3ccc(OC)cc3)cc(=O)oc2c1	i	-0.84	-0.9
9	O=C(CCC1CCCN(C(=O)Cn2cnnn2)C1)NCc1ccccc1F (stereo not given)	i	-1.9	-0.2
10	COc1ccc(C2C(C(=O)O)CCC(=O)N2c2ccc(C)cc2)cc1OC (stereo not given)	i	-0.08	-0.3

Remaining list, next part:
entry	canonical_smiles	KCNQ2 inh	Kir21 inh	STK33 kinase inh
11	O=C(CC1C(=O)NCCN1CC1CCCCC1)NCCCN1CCOCC1 (stereo not given)	i	-0.52	-0.9
12	COc1ccc(CC(=O)Nc2ccccc2-c2ccccc2)cc1OC	i	-0.24	-2.6
13	O=C(NCC(c1ccco1)N1CCN(c2ccc(F)cc2)CC1)c1ccco1 (stereo not given)	i	-0.76	0.6
14	CC1(C)CC(CC(=O)NNc2nc(-c3ccccc3)cs2)C(=O)O1 (stereo not given)	i	1.3	-1.6
15	COCCNC(=O)CSc1nc2sccc2c(=O)n1-c1ccccc1	i	-0.27	-10
16	COCC(=O)N1CCC(Oc2ccc(C(=O)N3CCCCC3COC)cc2)CC1 (stereo not given)	i	-1.4	-1.8
17	CCCn1c(SCC(=O)NC2CCCC(C)C2C)n[nH]c1=O (stereo not given)	i	1.5	-0.3
18	CCN(CCNC(=O)C1CC(=O)N(CCc2ccccc2)C1)c1ccccc1 (stereo not given)	i	-2	-0.9
19	CN1CC(=O)N(CC(=O)NCc2ccc(F)cc2)c2ccccc2C1=O	i	-0.19	-1.0
20	COc1ccc(Cl)cc1C(=O)Nc1cccnc1	i	1.9	-0.6

(list continues)
entry	canonical_smiles	KCNQ2 inh	Kir21 inh	STK33 kinase inh
21	COc1ccc(/C=C/C(=O)NNC(=O)c2cc(C)oc2C)cc1	i	-0.97	-0.6
22	CC(=O)N1CCC(=NNc2ccc(S(N)(=O)=O)cc2[N+](=O)[O-])CC1	i	0.65	-1.3
23	COc1ccc(CCNC(=O)COC(=O)/C=C/c2cccs2)cc1OC	i	-0.47	1.1
24	CCC(C)(C)c1nnc(NC(=O)c2ccc([N+](=O)[O-])cc2)s1	i	-0.01	0.0
25	COCCNC(=O)C(OC(=O)c1cccs1)c1ccc(F)cc1 (stereo not given)	i	0.17	-3.1
26	CC(=O)c1c(C)[nH]c(C(=O)N(C)C(c2ccccc2)c2ccccc2)c1C	i	-0.79	0.4
27	O=C1OCCC1Sc1nnc(-c2cccs2)n1Cc1ccccc1 (stereo not given)	i	-0.03	2.8
28	COc1cccc(NC(=O)c2ccco2)c1	i	-1.1	-1.9
29	COc1cccc(C(=O)Nc2ccccc2C(=O)N2CCCC2)c1	i	0.58	-1.7
30	O=C(COC(=O)c1ccc(Oc2ccccc2)cc1)Nc1nnc(-c2ccccc2)o1	i	0.21	-0.8

The list goes on:
entry	canonical_smiles	KCNQ2 inh	Kir21 inh	STK33 kinase inh
31	CC(C)Cc1nnc(NC(=O)CCC(=O)N2CCCCC2)s1	i	0.05	-2.0
32	CCOC(=O)c1ccc2ncc(C(=O)OCC)c(Nc3ccc(N4CCOCC4)cc3)c2c1	i	0.44	4.2
33	CN1CCCC(OC(=O)c2cc(Br)ccc2Cl)C1 (stereo not given)	i	-1.5	0.7
34	Cc1nn(-c2ccccc2)c(Cl)c1/C=C1/C(=N)N2N=C(C(C)C)SC2=NC1=O	i	-0.76	0.6
35	CCOC(=O)C1CCN(C(=O)CSCc2nc(-c3ccc(OCC)cc3)oc2C)CC1	i	-1.9	-3.4
36	CC(C)(C)NC(=O)COC(=O)c1ccc(F)cc1Cl	i	1.9	-1.8
37	CCOC(=O)c1ccc(NC(=O)CCc2nnc3ccc(N4CCN(C)CC4)nn23)cc1	i	-0.68	-1.1
38	O=C1CC(N2CCC(O)(c3ccc(Br)cc3)CC2)C(=O)N1c1ccc(Cl)cc1 (stereo not given)	i	0.93	-0.7
39	COc1ccc(S(=O)(=O)NCc2ccccn2)cc1Br	i	-1.3	3.2
40	CCOC(=O)CNC(=O)CSc1nnc(NC(=O)c2ccc(S(=O)(=O)N3CCOCC3)cc2)s1	i	0.09	-1.2

Continuation:
entry	canonical_smiles	KCNQ2 inh	Kir21 inh	STK33 kinase inh
41	CCc1cccc(C)c1NC(=O)CSc1ncn[nH]1	i	-0.23	-0.9
42	O=C(Nc1cc2c3c(c1)C1CCCC1CN3CC1CCCC21)c1ccccc1 (stereo not given)	i	1.2	1.2
43	O=C(Nc1ccccc1N1CCCCC1)c1ccc(N2C(=O)c3ccccc3C2=O)cc1	i	-0.82	-4.2
44	Cc1ccc(C)c(OCCC(=O)NNC(=O)c2ccccc2F)c1	i	-0.14	-0.7
45	CC1CCCCN1CCNC(=O)c1cc2c(-c3ccccc3F)nn(C)c2s1 (stereo not given)	i	-1.1	1.0
46	CCc1ccc(C(=O)COC(=O)c2cc([N+](=O)[O-])ccc2NCCO)cc1	i	2.5	-0.4
47	CC1CC(C)CN(CCCNS(=O)(=O)c2cc(Br)cc3c2N(C(=O)C2CC2)CC3)C1 (stereo not given)	i	-0.74	-1.1
48	CCOC(=O)CSc1cc(-c2ccccc2)nc2ncnn12	i	0.18	0.4
49	CCOC(=O)c1c(C)[nH]c(C(=O)COC(=O)CNC(=O)C2CCCCC2)c1C	i	0.49	2.1
50	COc1ccc(C(OC(=O)c2ccco2)C(=O)NC2CCCC2)cc1 (stereo not given)	i	1.4	-0.3

(next part)
entry	canonical_smiles	KCNQ2 inh	Kir21 inh	STK33 kinase inh
51	CCOC(=O)N1CCN(C(=O)C2CCCN(S(=O)(=O)c3cc(C)ccc3OC)C2)CC1 (stereo not given)	i	-0.29	0.7
52	Cc1cccc(C(=O)N(Cc2nc3ccccc3c(=O)[nH]2)C2CCCC2)c1	i	-0.46	-0.7
53	CC(=O)[C@@]1(O)CC[C@H]2[C@@H]3C[C@H](C)C4=CC(=O)CC[C@]4(C)[C@H]3CC[C@@]21C	i	2.3	1.1
54	COc1ccc2cc(C(C)C(=O)N3CCC(C)CC3)ccc2c1 (stereo not given)	i	-0.96	-0.6
55	CCCC(=O)OC/C(O)=C(\C#N)c1nc2ccccc2[nH]1	i	0.08	-0.3
56	Cn1cc(C(=O)N/N=C/c2ccc([N+](=O)[O-])cc2)c2ccccc21	i	0.09	-2.2
57	CCCNC(=O)/C(=C/c1cn(S(=O)(=O)N(C)C)c2ccccc12)NC(=O)c1ccc(OC)cc1	i	2.1	-0.9
58	CC(C)CCNC(=O)CCCOc1cc(=O)n(C)c2ccccc12	i	-2.8	0.0
59	COc1cc2nc(N3CCN(c4cc(C)ccc4C)CC3)nc(N)c2cc1OC	i	-1.6	0.4
60	CCOc1ccccc1NS(=O)(=O)c1ccc2[nH]c(=O)ccc2c1	i	-1.4	-0.1

Next structures follow.
entry	canonical_smiles	KCNQ2 inh	Kir21 inh	STK33 kinase inh
61	O=C(N1CCCCCC1)n1c(Cc2ccccc2)nc2ccccc21	i	-2	-0.3
62	Cn1cnnc1SC1c2cccc3cccc(c23)C1NS(=O)(=O)c1ccc(Cl)cc1 (stereo not given)	i	1.2	0.2
63	Cc1nnc(C)n1N	i	-0.88	0.0
64	CC1CCCN(CCCOc2ccc(Br)cc2Cl)C1 (stereo not given)	i	-0.79	0.5
65	O=C(Cn1cc2c(n1)CCCC2)NCc1ccccn1	i	1.5	1.6
66	Cc1ccc(NC(=O)CSc2nnc(C3CC3)n2CC2CCCO2)c(C)c1 (stereo not given)	i	0.43	0.8
67	O=C(NN=C1CCCCCC1)c1ccncc1	i	-0.15	-0.6
68	O=C(Cn1cc(/C=N/O)c2ccccc21)N1CCOCC1	i	0.09	0.6
69	CCOCCCNc1nc2c([nH]1)c(=O)n(C)c(=O)n2C	i	0.29	2.0
70	COc1cccc(NC(=O)COc2coc(CN3CCN(c4ccccc4)CC3)cc2=O)c1	i	-1.5	.

The list goes on.
entry	canonical_smiles	KCNQ2 inh	Kir21 inh	STK33 kinase inh
71	O=C(Cn1nnc(-c2ccc(F)cc2)n1)OCC(=O)c1ccccc1	i	-0.25	1.6
72	CS(=O)(=O)N1CCc2cc(C(=O)Nc3ccc(O)cc3)ccc21	i	-0.4	-1.2
73	CC(C)CCN1C(=O)c2ccc(C(=O)Nc3cc(C(=O)O)cc(C(=O)O)c3)cc2C1=O	i	0.42	-3.8
74	CCOC(=O)c1c(-c2ccccc2)csc1NC(=O)CSc1nncs1	i	-0.11	-0.8
75	Cn1c(=O)[nH]c(NCCc2ccc(O)cc2)c([N+](=O)[O-])c1=O	i	0.18	-1.0
76	COc1ccc(C(=O)Nc2ccccc2C(=O)N2CCN(c3ccccc3)CC2)cc1	i	0.29	-1.4
77	Cc1ccc(Cl)cc1NC(=O)COC(=O)C1CC1	i	1	0.4
78	Cc1ccc(NC(=O)c2sc(N)nc2-c2ccccc2)cc1C	i	-2.1	0.6
79	CCOC(=O)C1CCN(S(=O)(=O)c2ccc(OCC)cc2)CC1	i	-1	-1.4
80	CC1=CC(C)(C)n2c(O)c(N=NC(N)=S)c3cccc1c32	i	-2.1	0.0

The final 4 compounds of the part above open the next one:
entry	canonical_smiles	KCNQ2 inh	Kir21 inh	STK33 kinase inh
77	Cc1ccc(Cl)cc1NC(=O)COC(=O)C1CC1	i	1	0.4
78	Cc1ccc(NC(=O)c2sc(N)nc2-c2ccccc2)cc1C	i	-2.1	0.6
79	CCOC(=O)C1CCN(S(=O)(=O)c2ccc(OCC)cc2)CC1	i	-1	-1.4
80	CC1=CC(C)(C)n2c(O)c(N=NC(N)=S)c3cccc1c32	i	-2.1	0.0
81	CN(C)Cc1c(C(=O)N/N=C/c2cccc3ccccc23)nnn1-c1nonc1N	i	1.1	-0.3
82	C/C(=N/NC(=O)c1ccco1)c1ccc(NC(=O)c2ccc(F)cc2)cc1	i	-0.02	-1.3
83	CCCCCCc1cc2cc(C(=O)Nc3ccccc3OC)c(=O)oc2cc1O	i	2.1	-1.8
84	COCCNC(=O)C1CC(=O)N(c2ccc(F)c(Cl)c2)C1 (stereo not given)	i	-0.82	.
85	CCOC(=O)CN1C(=O)N[C@@H](CCc2ccccc2)C(C(C)=O)=C1C	i	-1.6	-0.2
86	CCC12CC3CC(C1)CC(C(=O)Nc1nn[nH]n1)(C3)C2	i	0.35	-0.2
87	Clc1ccc2nc(CSc3ncn[nH]3)cn2c1	i	-1.5	0.5
88	CC(C)C(OC(=O)c1cccs1)C(=O)NC1CCCCC1 (stereo not given)	i	0.01	-0.7
89	COc1ccc(S(=O)(=O)Nc2cccc(NC(C)=O)c2)cc1	i	0.38	-1.3
90	O=C(NC(Cc1ccccc1)C(=O)O)/C(=C/c1ccc(F)cc1)NC(=O)c1ccccc1 (stereo not given)	i	-1.2	-1.0

The results go on.
entry	canonical_smiles	KCNQ2 inh	Kir21 inh	STK33 kinase inh
91	CS(=O)(=O)N1CCN(c2ccccc2NC(=O)Nc2cccc(Cl)c2)CC1	i	-0.32	0.4
92	Cc1ccc(NC(=O)c2cc(N3C(=O)C=CC3=O)ccc2Cl)cc1C	i	-4	-0.2
93	CN(C)/C=C1\Oc2ccc3ccccc3c2C1=O	i	-1.3	-0.9
94	COc1ccccc1CNC(=O)C(NS(=O)(=O)c1cccc2nsnc12)C(C)C (stereo not given)	i	-0.07	2.4
95	Cc1ccc(CN2CCSc3sccc3C2=O)cc1	i	0	-0.3
96	CCN(c1ccccc1)S(=O)(=O)c1cc(NC(=O)CSc2n[nH]c(=O)[nH]c2=O)ccc1Cl	i	0.39	-1.1
97	O=C(c1cc(-c2ccccc2)nc2ccccc12)N1N=C(C(F)F)CC1(O)C(F)F (stereo not given)	i	0.21	-0.6
98	CC(NC(=O)Cn1nc(-c2ccccc2)ccc1=O)c1ccccc1 (stereo not given)	i	-0.06	-1.1
99	COc1ccc(OCc2nc(C#N)c(NCCCn3ccnc3)o2)cc1	i	0.22	-1.6
100	COc1ccccc1N1CCN(C(=O)CN(C)S(=O)(=O)c2cc(C)ccc2OC)CC1	i	-0.68	-0.8

(continued)
entry	canonical_smiles	KCNQ2 inh	Kir21 inh	STK33 kinase inh
101	CCCN(C(=O)Cn1ncc2c(=O)oc3ccccc3c21)c1cccc(C)c1	i	1.8	-0.5
102	Cc1ccc(-c2noc(CCC(=O)Nc3cc(C)ccn3)n2)cc1	i	-0.57	-0.1
103	O=C1CCc2ccc(NS(=O)(=O)c3ccc(F)cc3)cc2N1	i	0.66	0.0
104	CCC1(C)CC2(CCCN(CCC(O)(c3ccccc3)c3ccccc3)C2)CCO1 (stereo not given)	i	-2.5	-0.5
105	Cc1ccc(C(=O)N/C(=C/c2ccc(-c3ccc([N+](=O)[O-])cc3)o2)C(=O)NCCCN(C)C)cc1	i	-1.4	-1.1
106	O=C(Nc1ccc(S(=O)(=O)Nc2nccs2)cc1)C1CCCCC1	i	-1	-0.3
